# Assay outcomes deposited in PubChem BioAssay by several laboratories.
# MEKK2wt PB1 HTS = raises or lowers MEK5 binding to wildtype human MEKK2 PB1 domain; Q9Y2U5; bead flow cytometry, Alexa488-MEK5 binding to MEKK2 WT; actives lie on both sides; binding response (% of control), % at 10 µM; 290,000 tested, 1.1% active; in the data active means binding response below about 67% or above about 130%
# OXTR agonist = agonists of human oxytocin receptor | P30559 | CHO-OTR cells, Fluo-8 calcium fluorescence; normalized: DMSO 0%, oxytocin 100% | activation, % at 3 µM | 320,000 tested, 0.32% active | AID 2435;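 active means activation above the mean of all tested compounds plus 3 SD, cutoff set per screening run, cut at about 20% in these data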;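 further: peak over basal fluorescence ratio from a 100 s FLIPR kinetic read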
# Target sequence (P30559 whole entry, looked up): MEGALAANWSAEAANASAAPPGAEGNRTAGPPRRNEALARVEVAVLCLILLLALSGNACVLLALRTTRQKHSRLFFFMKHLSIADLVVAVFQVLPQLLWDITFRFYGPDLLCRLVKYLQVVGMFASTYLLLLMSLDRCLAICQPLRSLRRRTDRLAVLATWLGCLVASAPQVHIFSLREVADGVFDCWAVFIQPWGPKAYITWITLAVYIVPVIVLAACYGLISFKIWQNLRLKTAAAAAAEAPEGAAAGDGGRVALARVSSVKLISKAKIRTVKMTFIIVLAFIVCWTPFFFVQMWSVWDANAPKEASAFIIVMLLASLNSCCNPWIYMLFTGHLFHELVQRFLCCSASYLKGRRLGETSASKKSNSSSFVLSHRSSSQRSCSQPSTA
# V1aR counter = activates human V1a receptor in oxytocin agonist counter-screen; P37288; AID 2797; 320,000 tested, 0.25% active; CHO-V1R cells, Fluo-8 calcium fluorescence, agonist mode; 0% DMSO, 100% 3 nM vasopressin; activation, % at 3 µM;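 active means activation above the mean activation of all tested compounds plus 3 SD, per screening run, cut at about 20% in these data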;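 further: signal is peak over basal fluorescence ratio across a 100 second FLIPR read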
# MEKK3 PB1 HTS = modulators (inhibitors or enhancers) of MEK5 binding to human MEKK3 PB1 domain; Q99759; bead-based flow cytometry, Alexa488-MEK5 binding to MEKK3; actives lie on both sides; 0 = blocked by unlabeled MEK5, 100 = vehicle; binding response (% of control), % at 10 µM; 290,000 tested, 1.4% active; AID 1529;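 active means binding response more than 3 SD above or below the average of its plate-row segment, actives on both sides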;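 further: Alexa488 bead fluorescence after subtracting the streptavidin-only scavenger bead signal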
# PHOSPHO1 block = PHOSPHO1 (human) inhibition. Q8TCT1. recombinant PHOSPHO1, absorbance phosphatase assay. inhibition, % at 13.3 µM. 290,000 tested, 1.1% active. AID 1565; in the data active means inhibition above about 60%
# NALP1 yeast inh = inhibitors of NALP1 inflammasome in yeast; S. cerevisiae NALP1/ASC/caspase-1 growth, X-gal OD620, 72 h; inhibition, % at 10 µM; 280,000 tested, 0.61% active; in the data active means inhibition mostly above about 24%, no sharp cut-off; inactive means mostly below about 32%; further: some compounds called inactive have numbers as strong as hits
# GalR3 antag = human GalR3 antagonism; 360,000 tested, 0.44% active; O60755; inhibition, % at 3 µM; AID 651719; HEK293 GalR3-CNG cAMP membrane potential fluorescence; galR3 body fused to GalR1 C-terminus;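 active means inhibition above the screen-wide average plus 3 SD, cut at about 13% in these data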;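 further: forskolin and galanin both at EC90 stimulate the cells; cAMP rise reported by CNG channel membrane potential dye signal; 0% = forskolin plus galanin with DMSO and 100% = forskolin alone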
# Target sequence (O60755 1-299 limits assumed): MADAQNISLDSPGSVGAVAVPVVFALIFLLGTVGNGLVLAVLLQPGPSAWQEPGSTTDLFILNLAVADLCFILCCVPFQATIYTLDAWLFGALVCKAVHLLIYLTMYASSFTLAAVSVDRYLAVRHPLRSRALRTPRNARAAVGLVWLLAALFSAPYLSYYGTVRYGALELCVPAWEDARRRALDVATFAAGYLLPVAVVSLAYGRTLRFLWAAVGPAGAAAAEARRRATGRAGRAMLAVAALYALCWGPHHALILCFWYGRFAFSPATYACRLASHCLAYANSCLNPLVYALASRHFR
# MEKK2mut PB1 HTS = signal of MEK5 binding to mutant human MEKK2 PB1 domain | bead flow cytometry, Alexa488-MEK5 binding to MEKK2 mutant | percent response, % at 10 µM | 290,000 tested, 0.35% active; in the data active means percent response above about 24%, passing the limit was not always enough; further: inactives centre near 1; some results filed as inactive read as strong as hits; reference of the scale not given here
# GPR7 antag = blocks human GPR7 receptor signaling; GPR7-expressing cells, fluorescence antagonist assay; inhibition, % at 4.4 µM; 290,000 tested, 1.1% active; in the data active means inhibition above about 16%, passing the limit was not always enough;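 further: cells stimulated with the agonist NPW; 0% = agonist with vehicle and 100% = vehicle without agonist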
# Target sequence (P48145 whole entry, looked up): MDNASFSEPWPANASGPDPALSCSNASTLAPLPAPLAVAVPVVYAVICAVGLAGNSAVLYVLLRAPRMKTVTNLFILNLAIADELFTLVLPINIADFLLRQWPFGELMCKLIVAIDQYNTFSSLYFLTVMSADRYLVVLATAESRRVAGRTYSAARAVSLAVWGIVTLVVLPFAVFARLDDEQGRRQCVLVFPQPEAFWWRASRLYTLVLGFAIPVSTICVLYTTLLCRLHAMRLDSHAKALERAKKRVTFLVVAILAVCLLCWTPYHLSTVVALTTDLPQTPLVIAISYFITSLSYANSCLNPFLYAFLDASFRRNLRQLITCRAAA
# * = called active by the depositor; . = not tested or not shown; & = joins results of further samples.
SMILES,MEKK2wt PB1 HTS,OXTR agonist,V1aR counter,MEKK3 PB1 HTS,PHOSPHO1 block,NALP1 yeast inh,GalR3 antag,MEKK2mut PB1 HTS,GPR7 antag
Cc1cccc(N2CCN(C(=S)c3ccc([N+](=O)[O-])cc3)CC2)c1,97,-1.1,0.3,97,-11,2,-5,-3,1
CCn1c(CSc2nc3ccccc3[nH]2)nc2cc(C(=O)O)ccc21,101,0.0,0.2,97,28,10,-1,0,3
Cc1ccc(C(=O)NNC(=O)c2ccc(SCC3CCCO3)c([N+](=O)[O-])c2)cc1 (configuration not stated),107,-1.1,0.7,103,-12,16,-2,2,7
Cn1c(=O)c2c(nc(NCCc3ccccc3)n2Cc2ccc(F)cc2)n(C)c1=O,102,-1.0,0.6,102,22,.,0,10,-11
O=C(N/N=C1\CCCc2ccccc21)c1cccc([N+](=O)[O-])c1,99,-1.3,0.4,100,13,-10,-3,-2,-13
COC(=O)NCCc1cc(OC)c(OC)cc1S(=O)(=O)N1CC(=O)Nc2ccccc21,108,-0.5,-0.5,105,10,9,-9,10,1
C/C(CC(=O)Nc1ccccn1)=N\NC(=O)c1ccccc1,102,-0.3,0.3,102,-6,15,.,0,3
CCN1CCN(CC(=O)Nc2cccc(C)c2C)C(=O)C1=O,105,0.6,0.1,104,-5,-34,0,-1,12
Cc1ccc(NC(=O)NC2CCCCC2)cc1S(=O)(=O)N1CCOCC1,99,1.3,1.2,105,23,-8,4,0,-10
CCOC(=O)CCCNC(=O)COC(=O)c1cccc(C)c1O,101,1.1,1.0,100,-6,9,-3,4,10
O=C1CCC(C(=O)OCC(=O)N2N=C3/C(=C/c4ccccc4)CCCC3C2c2ccccc2)N1 (configuration not stated),93,-1.7,0.7,97,-2,17,-6,-2,-3
CC(C)c1ccc(CNNC(=O)c2ccccc2)cc1,105,1.6,1.8,101,32,10,-8,1,3
CN(CC(=O)Nc1ccc(Cl)cc1)CC(=O)Nc1ccc(C(N)=O)cc1,100,0.6,-0.2,103,34,-1,-7,5,-1
O=C(CN1C(=O)C(c2ccccc2)Oc2cccnc21)NCc1ccccc1F (configuration not stated),101,0.2,2.4,101,22,1,-10,1,-2
Cn1c(=O)[nH]c(=O)c2c1nc(Br)n2CC(O)COc1ccc(Cl)cc1 (configuration not stated),98,3.4,8.3,100,20,18,0,-2,4
Cc1cc(C)n(CCN(C)C(=O)CCc2nnc(-c3ccc4c(c3)OCO4)o2)n1,100,0.1,0.4,99,31,3,-2,2,-1
Cc1oc(-c2cccc(Cl)c2)nc1CS(=O)(=O)CC(=O)NCCN1CCCC1,112,-1.3,0.0,104,31,-25,.,9,7
C/C(=N\NC(=O)c1ccccc1)c1nc2ccccc2n1C,103,-0.2,-0.3,102,-2,8,-5,1,-7
CCOC(=O)c1c(C)oc2c1c(C(c1cccnc1)N1CCCCC1)c(O)c1ccccc12 (configuration not stated),95,-0.3,-0.5,100,11,10,-5,2,-5
O=C(Cn1c(=O)oc2ccccc21)Nc1nc(-c2ccccc2)cs1,103,9.1,5.6,106,10,20,-4,-1,1
O=c1[nH]c(CSc2ccccc2)nc2c1oc1ccccc12,96,-1.6,0.2,105,2,-12,6,0,-7
CN(CC(=O)Nc1ccc(N2CCOCC2)cc1)CC(=O)Nc1ccc(C(F)(F)F)cc1,88,4.5,3.1,96,-12,7,-2,-11,-6
Cc1ccc(S(=O)(=O)N2CCN(C(=O)CN3C(=O)NC4(CCOc5ccccc54)C3=O)CC2)cc1 (configuration not stated),100,-2.0,0.2,99,-2,-4,-1,-2,-3
O=C(c1ccc2c(=O)n(Cc3ccc(Cl)cc3)c(=S)[nH]c2c1)N1CCOCC1,102,-0.6,-0.9,103,-31,9,-10,6,-33
COc1ccccc1Nc1nc(NCCO)nc(N)c1[N+](=O)[O-],99,0.2,4.2,104,37,.,-3,0,-11

# An excerpt of these results, as labelled records.
Structure: Cc1ccc(NC(=O)NC2CCCCC2)cc1S(=O)(=O)N1CCOCC1
  MEKK2wt PB1 HTS: 99
  OXTR agonist: 1.3
  V1aR counter: 1.2
  MEKK3 PB1 HTS: 105
  PHOSPHO1 block: 23
  NALP1 yeast inh: -8
  GalR3 antag: 4
  MEKK2mut PB1 HTS: 0
  GPR7 antag: -10

Structure: CCOC(=O)CCCNC(=O)COC(=O)c1cccc(C)c1O
  MEKK2wt PB1 HTS: 101
  OXTR agonist: 1.1
  V1aR counter: 1.0
  MEKK3 PB1 HTS: 100
  PHOSPHO1 block: -6
  NALP1 yeast inh: 9
  GalR3 antag: -3
  MEKK2mut PB1 HTS: 4
  GPR7 antag: 10

# New compounds follow.
SMILES,MEKK2wt PB1 HTS,OXTR agonist,V1aR counter,MEKK3 PB1 HTS,PHOSPHO1 block,NALP1 yeast inh,GalR3 antag,MEKK2mut PB1 HTS,GPR7 antag
Cc1ccc(-c2noc(/C=C/c3ccccc3)n2)cc1,110,-0.8,1.6,106,18,4,-11,10,-16
CCN(C(=O)CN1CCN(c2ccccc2OC)CC1)c1c(N)n(Cc2ccccc2)c(=O)[nH]c1=O,104,-0.1,0.9,100,0,20,-1,0,3
CCc1nnc(NC(=O)C2CCN(c3nccc(C)n3)CC2)s1,91,0.1,-0.2,88,-27,10,-5,-7,3
Nc1nonc1-n1nnc(C(=O)N/N=C/c2ccc(OCc3ccccc3)cc2)c1CN1CCCCC1,89,0.0,0.8,95,18,12,4,-2,-16
COC1CCN(Cc2cn(Cc3ccccc3)nc2-c2cc3ccccc3o2)CC1,140*,7.9,6.2,85,24,-3,-6,24,2
C=CCn1c(SCc2c(C)noc2C)nnc1C1COc2ccccc2O1 (configuration not stated),99,1.4,4.0,105,-56,12,-9,0,9
O=C(O)C1Cc2ccccc2CN1C(=O)c1ccco1 (configuration not stated),101,1.4,0.9,96,8,14,-8,2,14
CCOc1ccc(Cn2c(=O)sc3ccccc32)cc1,106,-2.0,-0.6,103,35,.,-4,8,-6
Cc1c(NC(=O)C2(C)CCCCC2)c(=O)n(-c2ccccc2)n1C,99,0.6,-0.3,104,-6,18,-6,3,-7
CCOc1ccc(-c2nnc(-c3ccncc3)o2)cc1,96,-0.4,0.5,93,14,7,-2,-3,-5
CCOC(=O)c1c(N)ssc1=S,108,0.0,0.7,93,14&10,19,-3,9,-13&-3
COc1cccc2cc(-c3csc(NC(=O)CCC(=O)NCCCN4CCC(C)CC4)n3)c(=O)oc12,104,-0.1,-0.5,98,25,.,-4,7,-3
O=C(c1cc([N+](=O)[O-])ccc1Cl)N1CCN(c2ccccc2)CC1,102,-1.4,0.5,101,17,.,5,2,1
COc1ccccc1C(=O)NC(=S)Nc1cc(C(=O)O)ccc1C,93,-1.3,-0.1,103,-2,12,-5,-12,-10
O=[N+]([O-])c1ccc(NC(=S)N2CCN(c3ccccn3)CC2)cc1,106,0.7,1.3,100,-28,9,-5,4,-5
CN(C)CCSc1nc(N)c2c3c(sc2n1)COC(C)(C)C3,111,2.1,0.9,104,13,15,.,6,-8
CCc1nc2ccccc2n1Cc1cc(=O)n2cc(C)ccc2n1,101,0.1,2.6,99,22,8,-3,2,-5
COc1ccc(-c2sccc2C(C)C(=O)O)cc1 (configuration not stated),89,0.3,0.1,90,18,10,-4,-5,-5
CCCC(=O)Nc1cc(OC)c(C(=O)OC)cc1Cl,72,-0.1,-0.7,101,13,-10,-1,3,-9
Cc1cccc(C(=O)N/N=C2\CS(=O)(=O)N(C)c3ccsc32)c1,105,0.5,0.9,110,-15,.,7,4,-7
O=C(Nc1ccc(S(=O)(=O)Nc2ncccn2)cc1)c1ccccc1Br,106,-0.3,-0.3,107,40,3,-5,2,-15
Cc1ccc(-n2c(C)nnc2SCC(=O)N2CCOCC2)cc1,100,0.2,-0.7,98,32,15,-8,-4,1
O=C(NC1CCCCC1)c1cc(-c2ccco2)on1,.,-1.8,-1.0,.,21,-12,-4,.,3
CC(C)c1c(O)nc(SCCC(=O)O)[nH]c1=O,98,2.7,-0.7,98,-16,-10,4,-2,-3
Fc1cccc(C2NN=C(c3ccccc3)S2)c1 (configuration not stated),99,-2.1,-1.0,101,16,33,-5,-1,6
SMILES,MEKK2wt PB1 HTS,OXTR agonist,V1aR counter,MEKK3 PB1 HTS,PHOSPHO1 block,NALP1 yeast inh,GalR3 antag,MEKK2mut PB1 HTS,GPR7 antag
O=C(O)CCC(=O)N1N=C(c2ccccc2)CC1c1ccc(Br)cc1 (configuration not stated),105,1.6,0.5,106,35,-15,-5,12,-11
Cc1ccc2cccc(OCC(=O)N3CC(C)CC(C)C3)c2n1 (configuration not stated),88,0.3,0.3,91,10,6,-6,-4,17*
Cc1csc(CN(C)C(=O)C2CCC(=O)N(CCN(C)C)C2)n1 (configuration not stated),92,0.6,0.5,94,38,2,1,-2,-1
Cn1c(Nc2cccc(Cl)c2)nc2ccccc21,102,3.0,3.2,99,41,17,-1,4,-10
Cn1ncc(Cl)c1C(=O)NC(=S)Nc1sc2c(c1C#N)CCCCC2,102,0.4,0.9,97,3,14,-4,2,-5
CCOC(=O)/C(C#N)=C\c1cc(C)n(-c2ccccc2)c1C,98,-2.3,1.0,102,4,8,-3,1,-15
Cc1ccc(NS(=O)(=O)c2c(C)noc2C)cc1,108,0.6,0.1,105,49,17,-8,0,-22
O=C1CSC(c2ccccn2)N1c1ccc(F)cc1F (configuration not stated),92,0.3,0.1,95,-16,-4,-2,-1,-24
Cc1csc(NC(=O)c2ccc(C)c([N+](=O)[O-])c2)n1,108,3.0,4.0,108,14,37,2,-1,-4
O=C(c1ccc(Cl)c(S(=O)(=O)N2CCCCC2)c1)N1CCN(c2ccccc2)CC1,105,0.8,6.3,100,27,12,-6,5,19
Cc1nc(SCCCSc2n[nH]c(C)n2)n[nH]1,100,0.6,3.0,105,-7,10,-2,8,-13
CC(C)(C)SCCNC(=O)c1ccccc1,107,-1.4,-0.2,103,4,3,-2,9,-4
CCOC(=O)c1[nH]c(CSc2nnc(-c3ccncc3)n2CCOC)c(C(=O)OCC)c1C,113,-1.5,-1.3,107,-27,-12,-3,12,-5
C=C(C)Cn1c(N2CCCC2)nc2c1c(=O)[nH]c(=O)n2C,99,0.9,0.1,97,1,.,0,4,1
Cc1ccccc1-n1ncc2c([N+](=O)[O-])cc([N+](=O)[O-])cc21,101,-2.4,-1.1,103,0,8,2,3,-18
O=C(O)CNC(=O)C1COc2ccccc2O1 (configuration not stated),96,-0.3,1.2,97,9,3,-3,-1,4
Cc1c(NC(=O)Nc2ccc(F)cc2)c(=O)n(-c2ccccc2)n1C,104,2.9,1.2,104,34,1,-6,2,5
CCN(CC)c1nc2c(c(=O)n(C)c(=O)n2C)n1CCCc1ccccc1,108,1.5,5.5,106,19,0,-4,13,3
Cc1ccc(C(=O)N/C(=C/c2cccnc2)C(=O)N2CCCCCC2)cc1,108,0.8,-0.8,105,25,10,3,7,-13
c1ccc(Cc2nn3c(-c4ccncc4)nnc3s2)cc1,104,0.4,0.4,97,34,-1,-3,1,3
Cc1ccc(NC(=O)CNc2ccc(Cl)c(Cl)c2)cc1S(=O)(=O)N(C)C,111,17,13,104,-3,22,45*,0,18
O=C(CN(Cc1cccs1)C(=O)CNC(=O)c1ccco1)NC1CCCCC1,101,-0.7,0.3,101,-2,29,-5,2,5
CCCCN(C)C(=O)C(Cc1ccccc1)NS(=O)(=O)c1ccc2c(c1)c(=O)n(C)c(=O)n2C (configuration not stated),101,2.5,2.4,103,-7,-20,2,17,1
CSc1sc(C(=O)NC(=O)NCc2cccnc2)c(C)c1-c1ccon1,92,1.2,1.5,88,3,-10,-6,-21,-8
Cc1cc(C)c2c(SC(C)C)nc(N)nc2n1,99,1.6,7.5,93,25,4,-7,-6,-18

# No enrichment for hits; about 5.4% have a hit in one of these screens.
